# Screens: PubChem, National Center for Advancing Translational Sciences (NCATS)
# rTrxR1 inhibitor = blocks rat thioredoxin reductase 1. recombinant rTrxR1, NADPH fluorescence consumption, selenite substrate. Potency, µM (titrated, usually from 114 µM), for the others: at the top dose activity change, negative = inhibition, hits mostly inhibitors. 390,000 tested, 1% active. AID 588453; also: % is scaled to controls: 0 for no effect and ±100 for the full control effect; nearly all actives have a fitted effect of over 65% in size
# Target sequence (O89049 whole entry, looked up): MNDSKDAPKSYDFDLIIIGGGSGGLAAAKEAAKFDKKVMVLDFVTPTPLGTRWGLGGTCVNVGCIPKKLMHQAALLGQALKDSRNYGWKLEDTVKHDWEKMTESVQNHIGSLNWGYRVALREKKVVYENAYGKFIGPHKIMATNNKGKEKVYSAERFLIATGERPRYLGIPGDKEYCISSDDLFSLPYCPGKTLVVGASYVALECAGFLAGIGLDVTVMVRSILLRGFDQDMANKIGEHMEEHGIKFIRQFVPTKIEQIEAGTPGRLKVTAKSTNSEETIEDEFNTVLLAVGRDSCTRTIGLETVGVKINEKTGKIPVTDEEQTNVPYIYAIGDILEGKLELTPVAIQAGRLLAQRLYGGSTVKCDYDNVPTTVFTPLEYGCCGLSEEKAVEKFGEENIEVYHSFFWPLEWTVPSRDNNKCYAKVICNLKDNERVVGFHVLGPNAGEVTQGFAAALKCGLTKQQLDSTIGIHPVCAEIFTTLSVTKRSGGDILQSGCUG
#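 Rat TrxR1 (90 nM in the dispensed reagent) was pre-reduced with 400 uM NADPH for 5 min at room temperature, then incubated with compound for 15 min. After 400 uM selenite was added, NADPH fluorescence (Ex 340/Em 450 nm) was followed for 8 min.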
# JMJD2A Tudor = blocks the human JMJD2A Tudor domain; 390,000 tested, 4.4% active; O75164; Potency, µM (top dose mostly 114 µM), without a hit: at the highest dose activity change, negative = inhibition, most hits filed as inhibitors; AlphaScreen JMJD2A-Tudor / H3K4me3 peptide binding; AID 504339; also: % is scaled to controls: 0 for no effect and ±100 for the full control effect; nearly all actives have a fitted effect of over 50% in size
# ERG-DNA inh = blocks human ERG Ets domain binding to DNA; P11308; fluorescence polarization, His-ERG Ets domain / labelled DNA; Potency, µM (highest dose often 76.9 µM), without a hit: at the highest dose FP activity, negative = inhibition, hits mostly inhibitors; 370,000 tested, 0.028% active; AID 624246; active = well fitted inhibition curve with a large enough effect in the polarisation, with a control signal flat; inconclusive = small, poorly fitted or top-dose-only effect, or effect the other way, or a change in a side signal; inactive = no such curve, though single readings can be large or run the other way; the % refers to the polarisation;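 also: polarization taken with two DNA probes labelled with fluorescein and Texas red; % of control where 0% means no effect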
#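 His-tagged ERG Ets domain (1 uM in the protein solution; 300mM KCl, 50mM Tris-HCl, 1mM EDTA, 1mM DTT, pH 7.5) received compound, then a probe mix of 5 nM fluorescein-DNA and 100nM Texas-615-DNA. Fluorescence polarization was read for both dyes.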
# Pin1 inh = inhibitors of human Pin1; Q13526; Pin1 FP peptide displacement, HiFluor488, 10 min; Potency, µM (highest dose often 115 µM), inactives show at the top dose activity, negative = inhibition, hits mostly inhibitors; 390,000 tested, 0.009% active; AID 504891; active = well fitted inhibition curve with a large enough effect in the polarisation, with a control signal flat, not every such curve was filed as active; inconclusive = small, poorly fitted or top-dose-only effect, or effect the other way, or a change in a side signal; inactive = no such curve, though single readings can be large or run the other way; the % refers to the polarisation; also: % is scaled to controls: 0 for no effect and ±100 for the full control effect
# Target sequence (Q13526 whole entry, looked up): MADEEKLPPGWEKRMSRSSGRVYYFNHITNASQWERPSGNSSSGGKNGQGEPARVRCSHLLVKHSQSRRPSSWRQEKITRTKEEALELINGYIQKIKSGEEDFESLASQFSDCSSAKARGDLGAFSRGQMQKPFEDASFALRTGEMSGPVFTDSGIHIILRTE
# GLS inh = glutaminase GLS (human) inhibition; O94925; GLS enzymatic activity, qHTS titration; Potency, µM (titrated, usually from 45.5 µM), for inactives: at the highest dose activity change, negative = inhibition, usual class: inhibitors; 410,000 tested, 0.21% active; AID 624170; also: % is scaled to controls: 0 for no effect and ±100 for the full control effect
#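 Compounds were pin-transferred onto hKGA, after which L-glutamine (1 mM solution) and a detection mix of glutamate oxidase, HRP and Amplex Red were added. Initial and 30 min RT fluorescence reads were collected.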
# ALOX12 inh = blocks human arachidonate 12S-lipoxygenase. 580,000 tested, 1.1% active. purified 12hLO, xylenol orange hydroperoxide absorbance. Potency, µM (doses to about 108 µM), without a hit: at the top dose activity change, negative = inhibition, usual class: inhibitors; also: % is scaled to controls: 0 for no effect and ±100 for the full control effect
#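 Purified human 12hLO at 150 nM in 25 mM Hepes, 0.01% Triton X-100, pH 7.0, preincubated 15 min at room temperature with compound. Reaction started with 40 uM arachidonic acid, 30 min at room temperature. Hydroperoxide measured by Fe-xylenol orange, 573/405 nm absorbance ratio.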
# HP1b binding inh = inhibitors of HP1-beta chromodomain binding to methylated histone tails | AlphaScreen HP1-beta / biotin-H3K9me3 peptide binding | 390,000 tested, 0.56% active | Potency, µM (highest dose often 114 µM), without a hit: at the top dose activity change, negative = inhibition, most hits filed as inhibitors | P83916; also: nearly all actives have a fitted effect of over 70% in size; inactives centre near 23
# Target sequence (P83916 whole entry, looked up): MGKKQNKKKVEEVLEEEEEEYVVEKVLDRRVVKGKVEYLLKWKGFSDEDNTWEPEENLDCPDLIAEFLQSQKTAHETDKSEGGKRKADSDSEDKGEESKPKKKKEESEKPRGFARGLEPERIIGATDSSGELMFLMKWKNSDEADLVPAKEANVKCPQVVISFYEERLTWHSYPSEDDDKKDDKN
#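 AlphaScreen: HP1-beta (50 nM) preformed 30 min with biotin-H3(1-18)K9me3 peptide (50 nM) in PBS pH 7.4, 0.01% Tween-20. Compound added for 30 min at RT, then streptavidin donor/nickel chelate acceptor beads (10 ug/mL) for 30 min.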
# PGK inhibitor = T. brucei PGK inhibition; P07378; PGK/GAPDH coupled, Kinase-Glo luminescence, 60 min; Potency, µM (series often up to 57.5 µM), inactives show at the highest dose activity change, negative = inhibition, hits mostly inhibitors; 380,000 tested, 0.043% active; AID 602233; also: % is scaled to controls: 0 for no effect and ±100 for the full control effect; nearly all actives have a fitted effect of over 60% in size
#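 Luminescent ATP detection (Kinase-Glo Plus) follows a 60-minute room-temperature incubation, with wells lacking PGK as controls. Buffer: 100 mM TEA (pH 7.6), 5 mM MgCl2, 0.01% Tween-20. Coupling enzyme GAPDH (100 nM final) supplies unstable 1,3-BPG in-well.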
# RGS4 inh = blocks human RGS4-accelerated GTP hydrolysis. P49798. Transcreener GDP fluorescence polarization, RGS4-accelerated GTP hydrolysis. Potency, µM (series often up to 114 µM), for the others: top-dose activity change, negative = inhibition, most hits filed as inhibitors. 390,000 tested, 0.039% active. AID 504845; also: % is scaled to controls: 0 for no effect and ±100 for the full control effect; nearly all actives have a fitted effect of over 75% in size; some results filed as inactive show a strong effect at the top dose
# Target sequence (P49798 whole entry, looked up): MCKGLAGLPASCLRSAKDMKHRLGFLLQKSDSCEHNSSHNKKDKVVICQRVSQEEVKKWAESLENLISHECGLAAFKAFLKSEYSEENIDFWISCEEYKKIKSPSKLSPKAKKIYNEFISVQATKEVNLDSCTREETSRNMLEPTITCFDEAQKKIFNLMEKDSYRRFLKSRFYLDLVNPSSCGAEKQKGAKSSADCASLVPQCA
#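 MLSMR compounds (23 nl, pin-transferred) preincubated 10 min at room temperature with a 500nM (2x) first reagent, then RGS4 at 900nM (2x) plus Transcreener GDP mix added; fluorescence polarization (620/688 nm) read before and after 90 min at 30 °C.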
# Starred values were filed as active, the others as inactive; i = inactive; ? = inconclusive; . = not tested or not shown; & = joins results of further samples; [ ] = dose if it differs, or a comment. Unless noted, calls follow the shape of the dose curve; as a rule, active = well fitted curve in the direction sought with a large enough effect; inconclusive = small, poorly fitted or top-dose-only effect, or another doubt; inactive = no such curve, though single readings can be large; an effect the other way counts as inactive or inconclusive. Potency is read from the fitted curve at half-maximal effect.
ALOX12 inh	HP1b binding inh	Pin1 inh	GLS inh	PGK inhibitor	ERG-DNA inh	rTrxR1 inhibitor	RGS4 inh	JMJD2A Tudor	Compound
-23%&-23%	36%&42%	-6%&-3%	-7%&6%	2%&4%	-11%&-1%	19%&-4%	0%&18%	13%&-12%	CCOC(=O)c1cc2c(=O)n3ccccc3nc2n(C)c1=NC(=O)c1c(-c2c(F)cccc2Cl)noc1C
5%	32%	3%	10%	2%	-7%	-12%	21%	-4%	COc1cc(C(=O)NNC(=O)c2ccc(S(=O)(=O)N3CCCCC3)cc2)cc(OC)c1OC
-17%	24%	-10%	-12%	-10%	1%	-4%	-9%	-1%	Cc1sc(NC(=O)C2=COCCO2)nc1-c1ccc(Cl)cc1
?	181%[activator]	7%	-3%	i	-1%	13%	-6%	69%[activator]	COc1ccc(Cl)cc1NC(=O)CC(C)c1ccccc1 (stereo unspecified)
-25%	3%	0%	-7%	-5%	-10%	34%	11%	-17%	COc1cc(OC)c2c(C)c(CC(=O)NCCc3ccccc3OC)c(=O)oc2c1
-7%	19%	0%	0%	-4%	3%	17%	23%	-9%	C(=NC12CN3CN(CN(C3)C1)C2)c1ccc2c(c1)OCO2
-17%	?	4%	1%	-1%	0%	-10%[57.1 µM]	-39%	-21%	O=C(Oc1ccc(C(=S)N2CCCCC2)cc1)c1ccccc1
412%[activator]	33%	-5%	78%[activator]	8%	-6%	-12%	1%	-23%	Cn1c(CN2CCCC2)nc2cc(NS(=O)(=O)c3ccc(Cl)cc3)ccc21
-12%	9%	6%	0%	-3%	10%	4%[57.1 µM]	-30%	-16%	O=C(NC1CCCC1)C1=COCCO1
-12%	-2%	7%	-9%	-1%	-8%	5%	-36%	-36%	Cn1c(=O)[nH]c(=O)c2c1nc(N1CCCCC1)n2CCCSc1nc2ccccc2s1
-5%	-6%	0%	3%	i	0%	2%[57.1 µM]	-15%	-17%	COc1ccc(CC2(CO)CCN(Cc3ccc(NC(C)=O)cc3)CC2)cc1
10%	38%[activator]	10%	0%	-3%	10%	11%[57.1 µM]	5%	-13%	Cc1cccc([C@@H]2[C@@H]3C(=O)N(Cc4ccccc4)C(=O)[C@@H]3[C@]3(Cc4ccccc4)C(=O)N(c4cccc(Cl)c4)C(=O)N23)c1
?	-27%	41%[activator]	?	-7%	-1%	-36%	-25%	-8%[11.4 µM]	CC1=NN(C(N)=S)C(=O)C1N=Nc1ccc(O)cc1 (stereo unspecified)
?	39%[activator]	0%	-9%	i	-11%	0%	-12%	-7%	CN(C)C(=O)c1ccc(Nc2nc(-c3cccs3)nc3ccccc23)cc1
-20%	34%	0%	-11%	4%	-3%	12%[57.1 µM]	-5%	-15%	C#CC1(O)CCC2C3CCC4=C(CCC(=O)C4)C3CCC21C (stereo unspecified)

# Of the compounds above, 5 have a halogen.
ALOX12 inh	HP1b binding inh	Pin1 inh	GLS inh	PGK inhibitor	ERG-DNA inh	rTrxR1 inhibitor	RGS4 inh	JMJD2A Tudor	Compound
-23%&-23%	36%&42%	-6%&-3%	-7%&6%	2%&4%	-11%&-1%	19%&-4%	0%&18%	13%&-12%	CCOC(=O)c1cc2c(=O)n3ccccc3nc2n(C)c1=NC(=O)c1c(-c2c(F)cccc2Cl)noc1C
-17%	24%	-10%	-12%	-10%	1%	-4%	-9%	-1%	Cc1sc(NC(=O)C2=COCCO2)nc1-c1ccc(Cl)cc1
?	181%[activator]	7%	-3%	i	-1%	13%	-6%	69%[activator]	COc1ccc(Cl)cc1NC(=O)CC(C)c1ccccc1 (stereo unspecified)
412%[activator]	33%	-5%	78%[activator]	8%	-6%	-12%	1%	-23%	Cn1c(CN2CCCC2)nc2cc(NS(=O)(=O)c3ccc(Cl)cc3)ccc21
10%	38%[activator]	10%	0%	-3%	10%	11%[57.1 µM]	5%	-13%	Cc1cccc([C@@H]2[C@@H]3C(=O)N(Cc4ccccc4)C(=O)[C@@H]3[C@]3(Cc4ccccc4)C(=O)N(c4cccc(Cl)c4)C(=O)N23)c1

# Additional results
ALOX12 inh	HP1b binding inh	Pin1 inh	GLS inh	PGK inhibitor	ERG-DNA inh	rTrxR1 inhibitor	RGS4 inh	JMJD2A Tudor	Compound
151%[activator]	20%	2%	20%	3%	4%	10%[57.1 µM]	-25%	-12%	Cc1cccc(NC(=O)CSc2nnc(NC(=O)CN3CCOCC3)s2)c1
-2%	0%	11%	1%	-6%	11%	21%	6%	-1%	O=C(/C=C/c1ccccc1[N+](=O)[O-])Nc1ccccc1
15%	15%	-8%	24%	-2%	1%	4%	2%	-13%	NS(=O)(=O)c1cccc(NC(=O)CN2CCN(Cc3ccc4c(c3)OCO4)CC2)c1
6%	25%	-4%	4%	-6%	10%	14%	-9%	1%	COc1ccc(Cl)cc1S(=O)(=O)N1CCN=C1c1ccccc1
0%	0%	5%	6%	11%	0%	-13%	29%	-27%	O=C(CSc1nnc(-c2ccc(O)cc2)n1Cc1ccco1)N1CCc2ccccc2C1
7%	16%	-5%	0%	-3%	10%	18%	19%	-8%	COc1ccc(-n2c(SCc3cccnc3)nc3c(c2=O)SCC3)cc1OC
12%	50%[activator]	0%	-6%	-5%	12%	9%[57.1 µM]	-20%	-8%	CCc1ccc(-c2ccc3nnc(SCC(=O)NCC4CCCO4)n3n2)cc1 (stereo unspecified)
0%	33%	-8%	-2%	-7%	20%	9%[57.1 µM]	-8%	-25%	O=C(O)CCC(=O)Nc1ccc(-c2nc3ccc(C(=O)c4ccccc4)cc3[nH]2)cc1
235%[activator]	43%[activator]	-7%	-14%	-9%	11%	-20%	4%	-5%	O=C(O)C1CC=CCC1C(=O)N1CCCC1 (stereo unspecified)
11%	39%	2%	-3%	-1%	11%	11%	-6%	-4%	CCSc1nc(O)cc(=O)n1CC
-16%	5%	0%	10%	-6%[11.5 µM]	.	25%	12%	-4%	CCOc1ccc(N2C(=O)CC(N3CCOCC3)C2=O)cc1 (stereo unspecified)
-25%	32%	1%	-2%	-5%	-3%	12%	-30%	9%	COc1ccc(C2(C(=O)Nc3c(C)n(C)n(-c4ccccc4)c3=O)CCCC2)cc1OC
9%	9%	-1%	1%	-3%	15%	7%[57.1 µM]	16%	-11%	O=C(Nc1ccccc1)c1ccc(S(=O)(=O)N(CCO)CCO)cc1
5%	25%	-10%	3%	-6%	13%	18%	8%	-3%	CNS(=O)(=O)c1cccc(C(=O)OCC(=O)Nc2ccccc2F)c1
?	-5%	1%	-3%	-1%	-15%	-1%	-12%	-22%	COc1ccc(C(CNC(=O)C(C)c2ccc3cc(OC)ccc3c2)N(C)C)cc1 (stereo unspecified)

# Limited to HP1b binding inh, RGS4 inh and JMJD2A Tudor, for 4 of the compounds above:
mol	HP1b binding inh	RGS4 inh	JMJD2A Tudor
CCc1ccc(-c2ccc3nnc(SCC(=O)NCC4CCCO4)n3n2)cc1 (stereo unspecified)	50%[activator]	-20%	-8%
COc1ccc(-n2c(SCc3cccnc3)nc3c(c2=O)SCC3)cc1OC	16%	19%	-8%
O=C(O)C1CC=CCC1C(=O)N1CCCC1 (stereo unspecified)	43%[activator]	4%	-5%
COc1ccc(C2(C(=O)Nc3c(C)n(C)n(-c4ccccc4)c3=O)CCCC2)cc1OC	32%	-30%	9%

# (further entries)
ALOX12 inh	HP1b binding inh	Pin1 inh	GLS inh	PGK inhibitor	ERG-DNA inh	rTrxR1 inhibitor	RGS4 inh	JMJD2A Tudor	Compound
-10%	36%	1%	5%	-13%	6%	-7%	-4%	0%	O=c1c2sccc2n(Cc2cc(=O)n3cc(Cl)ccc3n2)c(=O)n1-c1ccccc1
12%	50%[activator]	-2%	16%	.	.	4%	9%	-9%	CC(Oc1ccccc1)C(=O)Nc1ccccc1F (stereo unspecified)
0%	21%	-4%	13%	i	-2%	-47%	6%	-16%	O=C(O)CCc1ccc(-c2ccc(F)cc2)n1NC(=O)c1ccco1
16%	23%	-4%	0%	-9%	5%	3%	-15%	-12%	O=C(NCCCNC(=O)c1ccco1)c1ccc(Cl)c(Cl)c1
7%	53%[activator]	?	-5%	-7%	45%[activator]	19%	-7%	21%	O=C(CCNC(=O)C1CCN(S(=O)(=O)c2ccc(F)cc2)CC1)NCCc1ccc(Cl)cc1
?	16%	1%	-2%	i	-6%	-7%[57.1 µM]	15%	-16%	COc1ccc(CSc2nc(C)cc(=O)[nH]2)cc1
-5%	53%[activator]	17%	9%	1%	6%	-2%	17%	-5%	CCOC(=O)Cn1c(=O)c2c(nc(Br)n2Cc2ccccc2Cl)n(C)c1=O
-9%	24%	6%	0%	10%	1%	0%	-1%	-9%	CCOc1ccc(OCC)c(NC(=O)C(NS(=O)(=O)c2ccc(Br)s2)c2ccccc2)c1 (stereo unspecified)
14%	24%	-2%	-2%	-1%	-12%	10%[57.1 µM]	-6%	2%	CC1CN(C(=O)CCC(=O)NCc2ccccc2)c2ccccc2O1 (stereo unspecified)
-30%	28%	0%	1%	1%	-3%	-5%	26%	-5%	COc1ccc(CCNC(=O)CSCc2n[nH]c(=O)[nH]2)cc1OC
1%	24%	?	7%	-4%	-1%	-2%	3%	-21%	Cc1cc(C)cc(OCc2ccc(C(=O)N3N=C(C(F)F)CC3(O)C(F)F)o2)c1 (stereo unspecified)
?	20%	-7%	10%	3%	4%	20%	19%	0%	COc1ccc(-c2coc3cc(O)cc(O)c3c2=O)cc1OC
-20%	41%[activator]	9%	8%	-2%	-2%	14%[57.1 µM]	8%	-7%	Cc1ccc(CNC(=O)c2ccc(CSCc3ccccc3Cl)o2)cc1

# A portion of the library; the hit share may differ from the screen's.
